Source: PubChem (several laboratories)
NTR1 agonist: NTR1-driven beta-arrestin-GFP spot formation – imaging, U2OS cells, high content, primary screen (AID 493036). agonist mode. hit rate 0.17% among 330,000. activation, % at 20 µM. P30989;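 active = activation at or above 40% of the spot to cytoplasm intensity ratio, with at least 20 cells analyzed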;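 also: 0% = DMSO without peptide and 100% = 100 nM NTR1 peptide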
Target sequence (P30989 whole entry, looked up): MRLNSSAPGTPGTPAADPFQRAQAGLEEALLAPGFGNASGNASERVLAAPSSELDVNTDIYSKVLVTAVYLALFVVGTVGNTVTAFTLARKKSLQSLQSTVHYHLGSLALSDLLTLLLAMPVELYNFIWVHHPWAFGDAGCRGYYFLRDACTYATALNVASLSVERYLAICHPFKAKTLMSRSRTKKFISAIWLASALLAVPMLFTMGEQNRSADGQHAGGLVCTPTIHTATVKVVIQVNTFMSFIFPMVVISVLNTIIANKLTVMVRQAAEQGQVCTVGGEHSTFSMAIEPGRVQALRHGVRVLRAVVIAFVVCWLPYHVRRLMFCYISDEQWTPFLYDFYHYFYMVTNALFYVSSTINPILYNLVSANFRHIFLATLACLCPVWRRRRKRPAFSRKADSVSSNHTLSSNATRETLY
NOD1 NF-kB reporter: inhibition of NOD1-driven NF-kB reporter – cell-based, luminescence, uHTS, primary screen (AID 1578). hit rate 1% among 290,000. NOD1-driven NF-kB luciferase reporter cells, luminescence; higher % means a stronger effect. inhibition, % at 4 µM, or EC50 in µM where a hit was titrated; in the data active = inhibition mostly above about 36%, no sharp cut-off; inactive = mostly below about 34%;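 also: HEK-293T reporter cells stimulated with the NOD1 agonist gamma-tri-DAP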
TNAP activators: human TNAP enzyme activators, primary screen, biochemical, luminescent, no phosphate acceptor, uHTS (AID 1001) | purified TNAP, luminescent activation assay, no phosphate acceptor; higher activation fold means a stronger effect | activation fold at 20 µM; hits with a dose series show EC50 in µM | hit rate 0.03% among 200,000; in the data active = activation fold from about 3, or a potency from the dose series; inactive = the rest, 99 in 100 with activation fold below about 1.6; also: many of its hits are not listed in these tables
ER stress rescue: protection against thapsigargin-triggered cell killing – 384-well, CSM14.1, ATP luminescence, primary screen (AID 1222); CSM14.1 thapsigargin-induced death rescue, ATP luminescence; higher % means a stronger effect; cellular ATP content (survival), % at 20 µM, or EC50 in µM where a hit was titrated; 190,000 tested, under 10 active;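 active = EC50 below 50 µM in the dose-response confirmation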;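 also: death triggered by thapsigargin at about 15 µM added after 2 h compound pretreatment; cell ATP read after overnight thapsigargin exposure of roughly 18 to 22 hours; normalized against plate controls of thapsigargin alone and 5% DMSO vehicle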
GPR55 activation: GPR55 agonists via beta-arrestin recruitment, primary screen, imaging, U2OS cells, beta-arrestin-GFP redistribution (AID 1961); U2OS GPR55 beta-arrestin-GFP redistribution imaging; higher % means a stronger effect; one-dose activation, % at 10 µM; EC50 in µM for titrated hits; hit rate 0.048% among 290,000;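 active = activation above 40% with more than 50 cells counted in the well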;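 also: U2OS osteosarcoma cells stably expressing GPR55 and beta-arrestin-GFP; plate controls were DMSO negative control for no effect and LPI positive control for full effect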
NOD2 inhibition: NOD2 signaling inhibitors, cell-based, luminescence, uHTS, HEK293 (AID 1566). HEK293 NOD2/NF-kB luciferase reporter, luminescence; higher % means a stronger effect. inhibition, % at 4 µM, or EC50 in µM where a hit was titrated. hit rate 0.63% among 290,000; also: many of its hits are not listed in these tables
KOR beta-arrestin-1: KOR agonists, beta-arrestin recruitment, primary screen, cell-based, luminescence, uHTS (AID 1777). KOR beta-arrestin recruitment, luminescence; higher % means a stronger effect. one-dose activation, % at 10 µM; EC50 in µM for titrated hits. hit rate 0.02% among 280,000; in the data active = activation above about 50%, passing the limit was not always enough; also: a part of the inactive calls stands beside numbers as strong as those of hits
Yfh1-depleted yeast: enhancers of respiration in Yfh1-depleted yeast, dose response, Friedreich's ataxia, plus single-dose screen (AID 1465). S. cerevisiae Yfh1-off respiration, WST-1 reduction, 72 h; higher fold induction means a stronger effect. hit rate 0.074% among 220,000. fold induction at 50 µM, or EC50 in µM where a hit was titrated;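 active = fold induction of absorbance versus untreated yeast above a set limit, then at least 30% activation at any dose in follow-up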;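 also: activators that raise dye reduction in frataxin-depleted yeast; strong numbers were not always called active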
KOR beta-arrestin-2: kappa opioid receptor blockers – cell-based, luminescence, uHTS (AID 1778) | KOR beta-arrestin recruitment, luminescence, antagonist mode; higher % means a stronger effect | one-dose inhibition, % at 10 µM; IC50 in µM for titrated hits | hit rate 0.091% among 290,000; also: strong numbers were not always called active
NTR1 agonist cell count 20 µM: also measured in NTR1 agonist; calls as there; cell count; measured here: cell count, cytotoxicity flag
* hit, by the source's call; i = inactive; · = no result given; [ ] = remark or other dose. Rule as the data show it, unless noted: active = inhibition above about 50%; inactive = the rest. An excerpt, so the mix of outcomes need not match the whole.

nr | mol | NTR1 agonist | NTR1 agonist cell count 20 µM | NOD1 NF-kB reporter | TNAP activators | ER stress rescue
1 | CCCCN(C)C(=O)C1CCN(C/C(C)=C/c2ccccc2)CC1 | 1.4 | 59 | -14% | 1.1 | 2.3%
2 | CC(=O)Nc1ccc(S(=O)(=O)Nc2ccc(Cl)cn2)cc1 | 0.0 | 70 | -25% | · | ·
3 | CN(C)C(=O)N1CCCC(C(=O)NCc2ccccc2Cl)C1 (configuration not stated) | -1.0 | 44 | · | 1.1 | -2.5%
4 | CN(C1CCS(=O)(=O)C1)S(=O)(=O)c1ccccc1[N+](=O)[O-] (configuration not stated) | -2.0 | 88 | -17% | 1.1 | 4.6%
5 | Cc1c(NCc2ccncc2)cccc1C(=O)O | 1.2 | 64 | -21% | · | ·
6 | COc1ccc(OCC(O)CNC2CCCC2)cc1 (configuration not stated) | 0.1 | 46 | 6% | · | ·
7 | Oc1ccccc1N1CCN(c2nc(-c3cccs3)nc3ccccc23)CC1 | 8.1 | 65 | 2% | · | ·
8 | C=CCc1cccc2cc(C(=O)N(C)C)c(=O)oc12 | 0.0 | 53 | -6% | 1 | 0.0%

nr | GPR55 activation | NOD2 inhibition | KOR beta-arrestin-1 | Yfh1-depleted yeast | KOR beta-arrestin-2
1 | 0.3% | -16% | 1.9% | i | -3%
2 | 0.0% | 5% | 0.9% | · | -53%[20 µM]
3 | -0.4% | -1% | 1.3% | i | 7%
4 | 0.2% | 4% | 3.6% | i | -10%
5 | -0.4% | 4% | 2.5% | · | -51%[20 µM]
6 | 0.3% | 0% | -0.3% | · | -66%[20 µM]
7 | -0.1% | 14% | -1.4% | i | -4%
8 | 0.9% | 21% | -6.5% | i | -13%

(more compounds)
nr | mol | NTR1 agonist | NTR1 agonist cell count 20 µM | NOD1 NF-kB reporter | TNAP activators | ER stress rescue
9 | CCCN(CCC)S(=O)(=O)c1cccc(C(=O)Nc2ccc3c(c2)OCO3)c1 | 2.7 | 68 | 5% | 1 | 0.9%
10 | CC(C)(C)C(=O)COC(=O)c1cc(-c2ccncc2)nc2ccccc12 | 2.7 | 96 | -39% | 1.1 | -0.8%
11 | COc1cc(C(C)=O)ccc1Oc1ncnc2c1cnn2-c1ccc(C)c(C)c1 | 14 | 52 | 16% | 0.8 | -3.7%
12 | CNc1cc([N+](=O)[O-])ccc1N/C=C/C(=O)c1cccs1 | 2.2 | 53 | -27% | 1 | 1.0%
13 | O=S1(=O)C=C(Oc2ccc(F)cc2)c2ccccc21 | -3.6 | 41 | 2% | 1.1 | -3.3%
14 | Cc1nnc(SCC(=O)N2CC(=O)Nc3ccccc32)n1Cc1ccccc1 | -0.4 | 54 | · | 1.1 | -1.3%
15 | CCOC(=O)c1sc2nc3c(cc2c1N)C(=O)CC(C)(C)C3 | -0.4 | 103 | -32% | 1 | -2.5%
16 | Cc1ccccc1C([O-])=Nc1ccc[n+](-c2nc3ccccc3nc2NS(=O)(=O)c2ccccc2)c1 | -0.5 | 42 | 0% | · | ·

nr | GPR55 activation | NOD2 inhibition | KOR beta-arrestin-1 | Yfh1-depleted yeast | KOR beta-arrestin-2
9 | -0.3% | 15% | -4.2% | · | 3%
10 | -0.7% | 6% | 0.8% | i | -14%
11 | -0.1% | -12% | 8.7% | i | -41%
12 | 0.1% | 12% | -2.1% | i | 19%
13 | -0.1% | -31% | -5.2% | i | -32%
14 | -0.3% | -6% | 7.7% | i | -39%
15 | 0.1% | 2% | 0.8% | i | -60%
16 | 0.2% | 8% | 4.6% | i | -19%

Carrying on.
nr | mol | NTR1 agonist | NTR1 agonist cell count 20 µM | NOD1 NF-kB reporter | TNAP activators | ER stress rescue
17 | O=C(Nc1ccccc1)OC1C2CCC1C(N1CCCCC1)CC2 (configuration not stated) | -1.3 | 50 | 13% | 1 | -4.4%
18 | Nc1ncnc2sc3c(c12)CCNC3 | -0.4 | 102 | 6% | · | ·
19 | COc1ccc(NC(=O)CNC(c2ccccc2)c2ccccc2)cc1 | 0.3 | 62 | 2% | · | ·
20 | COc1cccc(N=c2oc3ccc(OC)cc3cc2-c2nc3ccccc3[nH]2)c1 | 2.1 | 81 | -19% | 1 | -2.9%
21 | O=C(O)Cc1c(C(=O)O)[nH]c2ccc(C(=O)O)cc12 | -1.4 | 57 | 1% | · | ·
22 | COc1ccc(CNC(=O)C2CCN(C(=O)c3ccc(-c4ccccc4)cc3)CC2)cc1 | 0.3 | 75 | 0% | · | ·

nr | GPR55 activation | NOD2 inhibition | KOR beta-arrestin-1 | Yfh1-depleted yeast | KOR beta-arrestin-2
17 | -0.2% | -1% | 3.1% | i | 16%
18 | -0.1% | -19% | 2.1% | · | 37%
19 | -0.3% | 6% | 9.2% | · | -36%[20 µM]
20 | -0.2% | -45% | 32% | i | 0%
21 | 0.7% | 16% | -1.1% | i | 0%
22 | 0.3% | -18% | 0.7% | · | 0%

Random excerpt: six records from the list, in no set order.
nr | mol | NTR1 agonist | NTR1 agonist cell count 20 µM | NOD1 NF-kB reporter | TNAP activators | ER stress rescue
20 | COc1cccc(N=c2oc3ccc(OC)cc3cc2-c2nc3ccccc3[nH]2)c1 | 2.1 | 81 | -19% | 1 | -2.9%
22 | COc1ccc(CNC(=O)C2CCN(C(=O)c3ccc(-c4ccccc4)cc3)CC2)cc1 | 0.3 | 75 | 0% | · | ·
17 | O=C(Nc1ccccc1)OC1C2CCC1C(N1CCCCC1)CC2 (configuration not stated) | -1.3 | 50 | 13% | 1 | -4.4%
21 | O=C(O)Cc1c(C(=O)O)[nH]c2ccc(C(=O)O)cc12 | -1.4 | 57 | 1% | · | ·
19 | COc1ccc(NC(=O)CNC(c2ccccc2)c2ccccc2)cc1 | 0.3 | 62 | 2% | · | ·
18 | Nc1ncnc2sc3c(c12)CCNC3 | -0.4 | 102 | 6% | · | ·

nr | GPR55 activation | NOD2 inhibition | KOR beta-arrestin-1 | Yfh1-depleted yeast | KOR beta-arrestin-2
20 | -0.2% | -45% | 32% | i | 0%
22 | 0.3% | -18% | 0.7% | · | 0%
17 | -0.2% | -1% | 3.1% | i | 16%
21 | 0.7% | 16% | -1.1% | i | 0%
19 | -0.3% | 6% | 9.2% | · | -36%[20 µM]
18 | -0.1% | -19% | 2.1% | · | 37%
